NS5 inhibitors – Dengue-2 NS5 methyltransferase inhibitors, primary screen, biochemical, confirmation dose response (AID 588689); Dengue-2 NS5 methyltransferase capping enzyme assay, biochemical; higher % means a stronger effect; inhibition, % at 25 µM, or IC50 in µM where a hit was titrated; 340,000 compounds, 0.3% hits; in the data active = a potency from the dose series; inconclusive = inhibition above about 29% without an active follow-up result
Myeloid diff 2 – myeloid differentiation induction; ER-HoxA9 myeloid progenitors, lysozyme-GFP differentiation, flow cytometry; calls only at 10 µM; 360,000 compounds, 1% hits; AID 624256;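 active = normalized GFP-positive differentiation at or above the plate's own cutoff, the solvent-only control mean plus 3 SD; inconclusive = no clear call, values can overlap the other calls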;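 also: cells exposed to compound for four days before flow analysis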
NS5 inhibitors pilot replicate – further read-out of NS5 inhibitors, marked with its call; inhibition, %; measured here: pilot screen replicate inhibition
Myeloid diff 2 GFP+ MAC1+ % – further read-out of Myeloid diff 2, marked with its call; GFP+ MAC1+ double positive, %; measured here: differentiation confirmed by MAC1 staining
An asterisk follows results filed as active; i = inactive; ? = inconclusive; / = no result given; + = active, no number.

SMILES	NS5 inhibitors	Myeloid diff 2	Myeloid diff 2 GFP+ MAC1+ %	others
Cc1ccc(C2=NOC(C)(c3nnc(-c4cccc(Cl)c4)o3)C2)cc1 (stereo unspecified)	-9%	i	1.2
Cc1cccc(NC(=O)CNC(=O)CN2C(=O)NC3(CCc4ccccc43)C2=O)c1C (stereo unspecified)	-10%	i	0.8
Cc1ccc(S(=O)(=O)NCCC(=O)Nc2ccncc2)cc1C	-3%	i	1.2
CSCCC(NC(=O)c1ccc(Cl)cc1Cl)C(=O)NCc1ccncc1 (stereo unspecified)	22%	i	0.6
CNC(=O)C[C@H]1C(=O)N(C2CCCCC2)C[C@@H]1C	-2%	i	0.5
CCCC(NCC(=O)Nc1ccccc1C(=O)NC1CC1)c1ccccc1 (stereo unspecified)	3%	i	0.9
C=CCNc1nc(C(=O)OCC(=O)Nc2cccc(SC)c2)cs1	-7%	i	0.8
CC(Sc1nccn1C)C(=O)Nc1ccc(C(N)=O)cc1 (stereo unspecified)	0%	i	0.9
CNC(=O)c1[nH]cnc1C(=O)Nc1cccc(Cl)c1	2%	i	1.2
COc1ccc(CN2CCN(C(=O)c3c(-c4ccccc4)noc3C)CC2)cc1F	5%	i	0.3
O=c1[nH]cnc2c1ccn2C1OC(CO)C(O)C1O (stereo unspecified)	-3%	?	/
O=c1[nH]c(O)c(N=Nc2ccc(Cl)c(S(=O)(=O)Nc3ccccc3Cl)c2)c(=O)[nH]1	2%	i	0.6
Cc1noc(C)c1NC(=O)N(C)C[C@H]1Oc2c(NC(=O)Nc3ccc(C(F)(F)F)cc3)cccc2C(=O)N([C@H](C)CO)C[C@@H]1C	-28%	i	1.0
Cc1n[nH]c(=O)c2c(NC(=O)CSc3nn(-c4ccccc4)c(=S)s3)oc(C)c12	2%	i	0.9
O=C(NC1CCCCC1)c1cc(S(=O)(=O)N2CCCCC2)ccc1N1CCOCC1	1%	i	0.2
COc1cc(OC)cc(C(=O)N[C@H](C(=O)OCC(=O)Nc2ccc3c(c2)OCO3)C(C)C)c1	-1%	i	0.7
CCOC(=O)C1CCCN(C(=S)NC(=O)c2cc(Br)ccc2Cl)C1 (stereo unspecified)	6%	i	0.6
COc1cc(OC)cc(-c2cc3cc(F)ccc3cn2)c1	-6%	i	1.4
O=C(COC(=O)c1ccccc1O)NCC1COc2ccccc2O1 (stereo unspecified)	-2%	i	0.1
O=C(NCc1ccc(Cl)cc1Cl)Nc1ccccc1	5%	i	1.2
CN(Cc1ccccc1)C(=O)c1[nH]cnc1C(=O)NC1CCN(C(=O)OC(C)(C)C)CC1	-4%	i	1.3
CC1=C(C(=O)N(C(C)C)C(C)C)CC(CC(=O)NCCN2CCOCC2)C(=O)N1Cc1ccccc1 (stereo unspecified)	3%	i	0.5
CCOC(=O)[C@H]1[C@H]2COc3ccccc3[C@@H]2N2C(=O)c3cc(Cl)ccc3NC(=O)[C@@]12C	5%	i	1.9
CN1C(=O)N(CC(=O)Nc2ccc(C(F)(F)F)cc2)C(=O)C12CCCCC2	5%	i	0.8
O=C(C[C@H]1C/C=C\CC[C@H](Cc2ccc(F)cc2)C(=O)OC[C@H]2CCCN2C1=O)N[C@@H](CO)Cc1ccccc1	1%	i	0.7
NC1(C(=O)O)CC1	-1%	i	0.9
COc1ccc(C#Cc2c(-c3ccc(OC)cc3)oc3ccc(-c4ccc5c(c4)OCO5)cc23)cc1	-5%	i	1.1
COc1ccc(CN2C(=O)C(CC(=O)NCCCCc3ccccc3)CC(C(=O)N3CCOCC3)=C2C)cc1 (stereo unspecified)	0%	i	0.9
COc1cccc(/C=C/C(=O)OCC(=O)c2ccc(C)c(C)c2)c1OC	-3%	i	0.6
O=C(CSc1ncccn1)Nc1ccc(Cl)c(S(=O)(=O)N2CCOCC2)c1	-6%	i	0.8

A section from further up, as a working copy:
SMILES	NS5 inhibitors	Myeloid diff 2	Myeloid diff 2 GFP+ MAC1+ %	others
Cc1ccc(C2=NOC(C)(c3nnc(-c4cccc(Cl)c4)o3)C2)cc1 (stereo unspecified)	-9%	i	1.2
Cc1cccc(NC(=O)CNC(=O)CN2C(=O)NC3(CCc4ccccc43)C2=O)c1C (stereo unspecified)	-10%	i	0.8
Cc1ccc(S(=O)(=O)NCCC(=O)Nc2ccncc2)cc1C	-3%	i	1.2

Compounds listed so far containing sulfur (9):
SMILES	NS5 inhibitors	Myeloid diff 2	Myeloid diff 2 GFP+ MAC1+ %	others
Cc1ccc(S(=O)(=O)NCCC(=O)Nc2ccncc2)cc1C	-3%	i	1.2
CSCCC(NC(=O)c1ccc(Cl)cc1Cl)C(=O)NCc1ccncc1 (stereo unspecified)	22%	i	0.6
C=CCNc1nc(C(=O)OCC(=O)Nc2cccc(SC)c2)cs1	-7%	i	0.8
CC(Sc1nccn1C)C(=O)Nc1ccc(C(N)=O)cc1 (stereo unspecified)	0%	i	0.9
O=c1[nH]c(O)c(N=Nc2ccc(Cl)c(S(=O)(=O)Nc3ccccc3Cl)c2)c(=O)[nH]1	2%	i	0.6
Cc1n[nH]c(=O)c2c(NC(=O)CSc3nn(-c4ccccc4)c(=S)s3)oc(C)c12	2%	i	0.9
O=C(NC1CCCCC1)c1cc(S(=O)(=O)N2CCCCC2)ccc1N1CCOCC1	1%	i	0.2
CCOC(=O)C1CCCN(C(=S)NC(=O)c2cc(Br)ccc2Cl)C1 (stereo unspecified)	6%	i	0.6
O=C(CSc1ncccn1)Nc1ccc(Cl)c(S(=O)(=O)N2CCOCC2)c1	-6%	i	0.8

(listing goes on)
SMILES	NS5 inhibitors	Myeloid diff 2	Myeloid diff 2 GFP+ MAC1+ %	others
COc1ccc(N2CCN(C(=O)COC(=O)Cc3c(F)cccc3Cl)CC2)cc1	0%	i	0.9
Cc1ccc(-c2ccc(CN3C(C)C(=O)N(Cc4cn(CCC5OCCO5)nn4)CCS3(=O)=O)cc2)cc1 (stereo unspecified)	-6%	i	0.8
CC(/C=N/NC(=O)c1nnn(-c2nonc2N)c1CN1CCCCC1)c1ccccc1 (stereo unspecified)	0%	i	1.6
CCN(CC)CCn1c2c(c(SCC(=O)Nc3ccc4c(c3)OCCO4)nc1=O)CCC2	-7%	i	0.8
O=c1[nH]c2cc(Cl)c(Br)cc2o1	-2%	i	0.6
O=C(COC(=O)CNC(=O)C1CCCCC1)Nc1ccc(F)c([N+](=O)[O-])c1	-8%	i	0.7
COc1ccc([C@H](OC)[C@@]2(Cc3ccc(O)cc3)N=C(N)N(C)C2=O)cc1	2%	i	0.9
O=C(Nc1cccc(/C=C/c2ccccn2)c1)c1ccc(-n2cncn2)cc1	-1%	i	0.5
CC1CCC(NC(=O)c2cc(S(=O)(=O)N(C)C)ccc2N2CCCC2)CC1 (stereo unspecified)	-7%	i	0.9
COc1ccc(C(=O)Oc2ccc(C)cc2)cc1S(=O)(=O)N1CCOCC1	6%	i	0.6
O=C(NCC(c1cccs1)N1CCOCC1)c1cc(S(=O)(=O)N2CCOCC2)c(Cl)cc1Cl (stereo unspecified)	-6%	i	0.2
C=C1CCN([C@@H](Cc2ccccc2)C(=O)O)S(=O)(=O)c2ccccc21	-1%	i	1.7
CCOc1ccccc1NC(=O)COC(=O)Cc1ccsc1	4%	i	0.6
O=C(C1CCCO1)N1CCN(S(=O)(=O)c2cc(C(F)(F)F)ccc2Cl)CC1 (stereo unspecified)	1%	i	0.4
S=C1SC2(CCCCCC2)NC2=C1CCCCC2	2%	i	0.5
Cc1cc(C(=O)OCC(=O)Nc2cccc(S(N)(=O)=O)c2)c(C)o1	15%	i	0.0
CCOC(=O)[C@H]1[C@H]2COc3cc(OC)ccc3[C@@H]2N2C(=O)c3ccc(C)cc3NC(=O)[C@@]12C	-7%	i	1.3
C=C[C@@H]1c2cc(C)ccc2N(S(=O)(=O)c2ccc(C)cc2)[C@H](c2ccc(OC(C)=O)cc2)C1(C#N)C#N	-2%	+	5.5*
CCCCn1c(N)c(N(CCOC)C(=O)c2ccc(C)o2)c(=O)[nH]c1=O	-4%	i	0.4
O=C(NCCS(=O)(=O)N1CCN(c2ccccc2)CC1)c1cc(=O)c2ccccc2o1	-3%	i	1.1
Cc1cc2c(cc1C)C(=O)CCC2	7%	i	1.0
CC(C)(C)c1csc(NC(=O)C2=COCCO2)n1	7%	i	0.7
O=C(Nc1nccs1)C1CC(=O)N(CCc2ccccc2)C1 (stereo unspecified)	2%	i	1.0
COC(=O)c1ccccc1N(C)S(=O)(=O)c1cc2c3c(c1)CCC(=O)N3CCC2	0%	i	0.5
CN(CC(=O)Nc1cccc(F)c1)C(=O)CSc1ccccc1	-4%	i	0.2
O=C(Cc1cccc([N+](=O)[O-])c1)Nc1ccc(C(=O)N2CCCCC2)cc1	-6%	i	1.4
O=C(COC(=O)/C=C/c1ccc(OC(F)F)cc1)NC1CCCCC1	7%	i	0.3
Fc1ccc2cc(-c3ccsc3)ncc2c1	-3%	i	1.1
NC(=S)NN=C1CSSC1	1%	?	/
C[C@@H](NC(=O)C(=O)c1c[nH]c2ccccc12)c1ccccc1	-9%	i	3.0
Cc1ccc(C(=O)Nc2cc(Cl)ccc2-n2cncn2)s1	-4%	i	2.2
Cc1cc(C)n(-c2ccc(C(=O)N3CCN(S(=O)(=O)c4ccc(Cl)cc4)CC3)cc2)n1	1%	i	1.1
O=C(Nc1ccc(Cl)cc1)NN1CCCCCC1	-3%	i	0.6
O=C(NC(=S)N1CCCC1)c1ccccc1F	-11%	i	0.4
CC(NC(=O)COC(=O)CCC(=O)c1ccc(F)cc1)c1ccccc1 (stereo unspecified)	-4%	i	0.5
CC(C)(OC(=O)c1ccc(F)cc1)c1cc2ccccc2c(=O)o1	2%	i	1.4
CCCCOc1ccc(/C=N/NC(=O)c2nnn(-c3nonc3N)c2CN2CCCCCC2)cc1	-6%	i	0.9
N#CC1(NC(=O)COc2cc(F)ccc2[N+](=O)[O-])CCCCC1	-1%	i	0.8
Cc1ccc(C(C)NC(=O)COC(=O)C2=COCCO2)cc1C (stereo unspecified)	-11%	i	0.9
Cc1ccc(NC(=O)COC(=O)c2ccc(Br)o2)cc1S(=O)(=O)N1CCCCC1	-10%	i	0.1
CC1CN(C2CCCCC2)C(=O)NC1=O (stereo unspecified)	-6%	i	0.8
CN=c1nc(-c2ccccc2)n(-c2ccccc2)s1	-1%	i	2.3
C[C@H]1CN([C@@H](C)CO)C(=O)Cc2cc(NS(=O)(=O)c3cn(C)cn3)ccc2O[C@@H]1CN(C)C(=O)Nc1ccc(F)cc1	3%	i	0.9
Cc1nn(-c2ccccc2)c(C)c1C(=O)N1CCN(S(=O)(=O)c2ccccc2)CC1	1%	i	0.9
CN(Cc1nc2ccccc2c(=O)[nH]1)C(=O)c1cc(C2CC2)nn1-c1ccccc1	-12%	i	0.3
O=C(c1cc2ccccc2o1)N1CCN(S(=O)(=O)c2ccccc2)CC1	2%	i	0.4
Cc1ccc(Cn2c(CCNc3nc(-c4ccc(C)cc4)cs3)nc3cc(C(=O)NCCCO)ccc32)cc1	-9%	i	0.4
CCN(CC)C(=O)c1cccc(NC(=O)c2cc(-c3ccccn3)nc3ccccc23)c1	0%	i	0.8
Cc1cc(Br)cc(Br)c1OCC(=O)NNC(=O)Nc1ccccc1	7%	i	0.7
NC(=O)C1CCN(C(=O)c2cccc(S(=O)(=O)N3CCCC3)c2)CC1	1%	i	0.4
CCOc1ccc(S(=O)(=O)N2CCOCC2)cc1NC(=O)c1ccc(N2CCCC2=O)cc1	5%	i	0.7
O=S(=O)(Nc1ccccc1Br)c1cccc2cccnc12	-4%	i	0.6
COc1ccc(NC(=O)CSc2nnc(-c3ccc(F)cc3)o2)cn1	5%	i	0.6
CCOC(=O)c1sc(N)c(C#N)c1COC(=O)C1=COCCO1	-9%	i	0.3
COc1ccc(CC(=O)O/N=C(\N)c2ccncc2)cc1OC	-2%	i	2.3
CCC(C)N(C(=O)COC(=O)C1CCN(S(=O)(=O)c2ccc(C)c(C)c2)CC1)C1CCS(=O)(=O)C1 (stereo unspecified)	-1%	i	0.7
O=C(NNc1nc(N2CCOCC2)nc(N2CCOCC2)n1)c1ccccc1	-2%	i	1.4
CCc1ccc(/C=C2\SC(=S)N(CCCC(=O)NCCCN3CCOCC3)C2=O)cc1	-2%	i	0.6
Cc1ccc(NC(=O)N(O)C2CCCCC2C#N)cc1 (stereo unspecified)	-4%	i	0.6
O=C(c1cccc(S(=O)(=O)N2CCOCC2)c1)N1CCC(Cc2ccccc2)CC1	-2%	i	0.8

(list continues)
SMILES	NS5 inhibitors	Myeloid diff 2	Myeloid diff 2 GFP+ MAC1+ %	others
Cc1ccc(OC(=O)CCC(=O)Nc2ccc(C)c(C)c2)cc1	12%	i	0.5
COc1ccc(C2(OC)Oc3cc(OC)ccc3C(=O)C2(O)OC)cc1 (stereo unspecified)	-10%	i	0.5
O=C(COC(=O)CNC(=O)c1ccc(Cl)c([N+](=O)[O-])c1)NNC(=O)c1ccccc1F	0%	i	1.0
CN(C)c1ccc(/C=N/NC(=O)C[n+]2ccccc2)cc1	0%	i	1.1
Cc1c(NC(=O)C(C)Sc2nccn2C)c(=O)n(-c2ccccc2)n1C (stereo unspecified)	-3%	i	0.4
O=C1c2ccccc2C(=O)N1CCc1c(-c2ccccc2)[nH]c2ccccc12	2%	i	1.3	NS5 inhibitors pilot replicate=2.1
Cc1ccc(S(=O)(=O)NCC(=O)NCC(=O)N(C)Cc2ccc(Br)s2)cc1C	-4%	i	0.2
COCCn1c(C)cc(C(=O)COC(=O)c2ccc(S(=O)(=O)N(C)C)cc2)c1C	-2%	i	0.1
CCOC(=O)C1=C(COC(=O)c2cccs2)NC(=O)NC1C (stereo unspecified)	-4%	i	1.2

Screens deposited in PubChem BioAssay by several laboratories.

Some of the compounds tested; the hit share may differ from the screen's.
